# LMNA splice mod = qHTS Assay for Modulators of Lamin A Splicing. HeLa LMNA splicing GFP/RFP minigene ratio, 48 h. Potency, µM (series often up to 46.1 µM), without a hit: at the highest dose ratio change, negative = inhibition, hits mostly inhibitors. 200,000 tested, 0.01% active; active = well fitted inhibition curve with a large enough effect in the signal ratio, with a control signal flat, not every such curve was filed as active; inconclusive = small, poorly fitted or top-dose-only effect, or effect the other way, or a change in a side signal; the % refers to the signal ratio; also: potency is read from the fitted curve at half-maximal effect; % is scaled to controls: 0 for no effect and ±100 for the full control effect
#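 S3 HeLa cells stably expressing lamin A-EGFP splicing minigene plus DsRed2, 600 cells/well, 48 h compound exposure at 37C. Laser-scanning cytometry; analysed as GFP (500-530 nm)/RFP (575-640 nm) total intensity ratio; 0.5% DMSO vehicle.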
# Luc counter = Counterscreen for Luciferase (Kinase-Glo TM) Inhibition; Kinase-Glo luciferase, ATP luminescence, 8 min; Potency, µM (series often up to 38.3 µM), without a hit: at the top dose activity change, negative = inhibition, actives largely listed as inhibitors; 200,000 tested, 0.28% active; also: potency is read from the fitted curve at half-maximal effect; % is scaled to controls: 0 for no effect and ±100 for the full control effect; nearly all actives have a fitted effect of over 60% in size
#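 Luminescence was the read-out, taken after 8-minute incubation at ambient temperature. Luciferase turned over luciferin with 10 uM ATP in imidazole pH 7.2 buffer containing KCl, MgCl2, Tween 20 and BSA.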
# SMN2 splice up = qHTS Assay for Enhancers of SMN2 Splice Variant Expression; AID 1458, 2008; 210,000 tested, 2.8% active; HEK293 SMN2-luciferase splicing reporter, luminescence, 30-36 h; Potency, µM (titrated, usually from 46.1 µM), without a hit: at the highest dose activity change, positive = activation, usual class: activators; also: potency is read from the fitted curve at half-maximal effect; % of control where 0% means no effect; nearly all actives have a fitted effect of over 55% in size
#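 HEK293 cells carry an SMN2 minigene-luciferase reporter in which exon 7 inclusion puts luciferase in frame. Cells were seeded at 2000 cells/well, attached for 10-12 hours, then exposed to compounds for 30-36 hours at 37C before ONE-Glo luminescence.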
# CBFb-RUNX1 inh = qHTS Assay for Compounds Blocking the Interaction Between CBF-beta and RUNX1 for the Treatment of Acute Myeloid Leukemia; Runt-related transcription factor 1 (Homo sapiens) + Core-binding factor subunit beta …; AlphaScreen CBFb-His/RUNX1-biotin binding, biochemical; Potency, µM (titrated, usually from 59.8 µM), for the others: top-dose activity, negative = inhibition, most hits filed as inhibitors; 230,000 tested, under 10 active; AID 1477, 2009; also: % of control where 0% means no effect
# Target sequence (Q01196 whole entry, looked up): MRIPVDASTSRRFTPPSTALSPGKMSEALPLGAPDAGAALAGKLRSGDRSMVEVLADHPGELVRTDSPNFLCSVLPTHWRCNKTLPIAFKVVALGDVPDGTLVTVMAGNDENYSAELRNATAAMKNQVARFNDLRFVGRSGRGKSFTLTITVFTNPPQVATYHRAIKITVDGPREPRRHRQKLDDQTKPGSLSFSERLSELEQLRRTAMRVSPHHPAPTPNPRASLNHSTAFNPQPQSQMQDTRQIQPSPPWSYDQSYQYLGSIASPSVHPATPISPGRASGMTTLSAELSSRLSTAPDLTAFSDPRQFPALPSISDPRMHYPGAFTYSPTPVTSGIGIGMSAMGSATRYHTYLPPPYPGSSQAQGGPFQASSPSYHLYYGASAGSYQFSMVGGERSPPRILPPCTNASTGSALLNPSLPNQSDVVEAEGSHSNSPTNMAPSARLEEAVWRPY
# Target sequence (Q13951 whole entry, looked up): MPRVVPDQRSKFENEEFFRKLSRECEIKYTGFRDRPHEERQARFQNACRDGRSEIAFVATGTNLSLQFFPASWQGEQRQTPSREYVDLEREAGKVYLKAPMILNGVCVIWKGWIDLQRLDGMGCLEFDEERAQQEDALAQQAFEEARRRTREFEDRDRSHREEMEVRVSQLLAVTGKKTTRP
#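 Inhibition was taken as any reduction in AlphaScreen signal from the CBF-beta–RUNX1 pair (His and biotin tags, 30 nM each), measured after compound (15 min) and bead (90 min) incubations at room temperature.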
# IMPase Li cell = qHTS Assay for Identifying the Cell-Membrane Permeable IMPase Inhibitors: Potentiation with Lithium | AID 1457, 2008 | 210,000 tested, 0.35% active | CHO-M1 cells, IP1 TR-FRET (IP-One), carbachol + lithium | Potency, µM (series often up to 59.4 µM), inactives show at the highest dose activity, negative = IMPase inhibition, most hits filed as inhibitors;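 also: IP1 builds up when IMPase is blocked and the TR-FRET signal falls; potency is read from the fitted curve at half-maximal effect; plate controls were basal vehicle for no effect and high inhibitor control for full effect; nearly all actives have a fitted effect of over 50% in size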
#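 Test compounds were applied to CHO-M1 cells previously cultured for 16–30 h at 2000 per well. A small lithium amount accompanied them; after 30 min at 37C, IP1 was quantified by TR-FRET.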
# HTT ATP protect = qHTS Multiplex Assay to Identify Dual Action Probes in a Cell Model of Huntington: Cytoprotection (ATP); PC12 HTT-Q103 induced, cytoprotection, ATP luminescence, 40 h; Potency, µM (highest dose often 56.4 µM), without a hit: cytoprotection (ATP increase), most hits filed as activators; 230,000 tested, 0.14% active;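 also: potency is read from the fitted curve at half-maximal effect; % of control where 0% means no effect; nearly all actives have a fitted effect of over 45% in size; toxic huntingtin expression switched on by the ecdysone agonist tebufenozide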
#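 Rat PC12, Q103 Htt exon1-GFP fusion, ecdysone promoter; tebufenozide inducer 100 nM final; compound titration; qHTS, 1500 cells/well; ATPlite luminescent read.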
# HTT aggregate = qHTS Multiplex Assay to Identify Dual Action Probes in a Cell Model of Huntington: Aggregate Formation (GFP). PC12 HttQ103-GFP aggregates, Acumen cytometry, 40 h. AID 1688, 2009. 220,000 tested, 1.1% active. Potency, µM (highest dose often 46.1 µM), for the others: at the top dose activity change, negative = inhibition, actives largely listed as inhibitors; also: potency is read from the fitted curve at half-maximal effect; % is scaled to controls: 0 for no effect and ±100 for the full control effect; nearly all actives have a fitted effect of over 60% in size
#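 PC12 cells with ecdysone-inducible HTT exon1 Q103-GFP, induced by 100 nM tebufenozide, given compounds in a concentration series. GFP aggregates (1–25 um, 6 SD above background) counted in lysates by laser-scanning cytometry, 488 nm excitation.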
# Active calls of the source: *; ? = inconclusive; . = no result given; & = joins results of further samples; [ ] = dose if it differs, or a comment. Unless noted, calls follow the shape of the dose curve; as a rule, active = well fitted curve in the direction sought with a large enough effect; inconclusive = small, poorly fitted or top-dose-only effect, or another doubt; inactive = no such curve, though single readings can be large; an effect the other way counts as inactive or inconclusive.
nr	Molecule	HTT ATP protect	CBFb-RUNX1 inh	HTT aggregate	IMPase Li cell	LMNA splice mod	Luc counter	SMN2 splice up
1	CN(c1ccc(C(=O)NCCSCc2ccco2)cc1)S(C)(=O)=O	26%	?	3%	28%[38.3 µM]	-1%	-6%	25%
2	Cc1ccc(NC(=O)c2ccc(N3CCOCC3)c([N+](=O)[O-])c2)cc1S(=O)(=O)N1CCOCC1	27%[1.9 µM]	-18%	?	7%	?	2%	-52%[inhibitor]
3	Cc1ccccc1C(=O)NNC(=O)c1cccc([N+](=O)[O-])c1	-38%[inhibitor]	-5%	14%	-3%	.	-2%	?
4	CCCCOC(=O)c1ccc(NC(=O)C(=O)NCc2ccccn2)cc1	8%[10 µM]	7%	-11%[9.22 µM]	.	.	.	.
5	COC(=O)c1sccc1NC(=O)COc1cccc(C)c1	19%[10 µM]	19%	40%[9.22 µM]	.	.	.	.
6	C/C(=N\Nc1ccc([N+](=O)[O-])cc1)c1ccc(-n2nncc2C(C)(C)C)cc1	-6%[10 µM]	5%	6%	4%	-1%	2%	-15%
7	COc1ccc(-c2nn(-c3ccccc3)cc2CN(C)CCn2ccnc2C)c(F)c1	11%[10 µM]	8%	-12%[9.22 µM]	.	.	.	.
8	COc1ccc(C(=O)n2cnnc2N)cc1	-9%	2%	9%	-3%[38.3 µM]	-1%	-1%	-1%
9	CSc1nc(NCc2ccco2)c2ccccc2n1	11%[10 µM]	-2%	10%	-9%[38.3 µM]	?	-4%	0%
10	O=[N+]([O-])/C=C/c1cn(Cc2ccc(Cl)cc2)c2ccccc12	11%[10 µM]	-10%	?	27%	?	-2%	0%[1.84 µM]
11	COCCn1c(SCC(=O)Nc2ccc(OC)c(S(N)(=O)=O)c2)nc2ccccc21	21%[10 µM]	-1%	20%[9.22 µM]	.	.	.	.
12	Clc1ccc(-c2nn3cnnc3s2)c(Cl)c1	-10%[0.074 µM]	-5%	-1%	12%[38.3 µM]	4%	3%	-6%
13	COc1ccc(NC(C)=O)cc1NC(=O)CSc1nnc(-c2cccnc2)n1C	-5%[0.074 µM]	?	-10%	-5%[38.3 µM]	3%	-1%	-18%
14	CCOc1ccccc1-n1c(SCC(=O)N(C(C)C)C(C)C)nnc1-c1cccnc1	-4%	-2%	-15%	16%[38.3 µM]	4%	-5%	21%
15	CCCc1nc(NCc2ccncc2)c2nnn(Cc3ccccc3F)c2n1	-6%[10 µM]	4%	?	10%	?	0%	-52%[inhibitor]
16	CCn1nc(C)c(C2C(C#N)=C(N)Oc3n[nH]c(C)c32)c1C (stereo not given)	24%[10 µM]	1%	11%	7%	2%	-2%	8%
17	COc1ccc(/C=c2\s/c(=C/C(=O)c3ccc(C)cc3)[nH]c2=O)cc1OC	5%[10 µM]	11%	-13%	8%	?	0%	-13%
18	CCc1c(C)nc(SCC(=O)NNC(=O)Cc2ccc(OC)cc2)[nH]c1=O	-3%[10 µM]	9%	7%[9.22 µM]	.	.	.	.
19	O=C(O)Cn1nnnc1-c1ccc(F)cc1	13%	9%	-11%	6%[38.3 µM]	6%	1%	-1%
20	CCOCCCNC(=O)C(Cc1ccccc1)NC(=O)c1ccco1 (stereo not given)	-8%	8%	18%	2%[38.3 µM]	1%	-4%	-24%
21	CC1CN(c2oc(-c3ccco3)nc2C#N)CC(C)O1 (stereo not given)	0%	5%	-11%	-9%[38.3 µM]	8%	6%	-7%
22	Cc1cccc2nc(-c3cccc(NC(=O)c4ccc(Cl)cc4)c3)cn12	.	4%[2.36 µM]	-10%	14%	?	-4%	-12%
23	COc1ccc(N2CC(C(=O)Nc3ccc(N4CCOCC4)cc3)CC2=O)cc1 (stereo not given)	-1%[10 µM]	-1%	21%	3%[38.3 µM]	10%	-3%	6%
24	COC(=O)CCCC1=CC2=CC(=O)C(C)(OC(=O)c3cccs3)C(=O)C2=CN1CC1CC1 (stereo not given)	27%&-8%[10 µM]	5%[13.1 µM]	11%[9.22 µM]	5%	-7%[9.22 µM]	-4%[7.66 µM]	12%[9.22 µM]
25	CC12CN3CC(C)(CN(C1)C3c1ccc(Cl)cc1)C2 (stereo not given)	3%[10 µM]	-10%	-8%[9.22 µM]	.	.	.	.
26	Cc1cc(C)n(C(=O)c2cccc(S(=O)(=O)N3CCCC3)c2)n1	-19%	0%	-12%	-12%[38.3 µM]	7%	11%	0%
27	COc1ccc(S(=O)(=O)Nc2ccncc2)c(C)c1C	.	9%	18%	-4%	.	-1%	9%
28	O=C(Nc1ccccc1)Nc1ccc(Oc2ncnc3cc(Cl)ccc23)nc1	2%[10 µM]	11%	-8%[9.22 µM]	.	.	.	.
29	CCOc1ccc(Br)cc1S(=O)(=O)Nc1ccc(C(=O)OCC(=O)Nc2ccc(C#N)cc2)cc1	-25%	-4%	0%	9%	-5%[46 µM]	-2%	-1%
30	CCc1nc(SCC(=O)c2c[nH]c3ccccc23)n[nH]1	5%	-1%	17%	-9%	.	4%	-20%
31	O=C(COC(=O)C1CC(O)CN1S(=O)(=O)c1ccc(Cl)cc1)c1cccc(Cl)c1 (stereo not given)	-2%[10 µM]	9%	-6%	-6%	1%	2%	?
32	CCOc1ccc(C)cc1S(=O)(=O)n1nc(C)cc1C	.	11%	14%	9%	.	2%	16%
33	COc1ccc(-n2c(Cn3nc(C(F)(F)F)cc3C)n[nH]c2=S)cc1	-8%[10 µM]	3%	26%	5%	-1%	1%	13%
34	c1ccc(CSc2nnc(-c3c[nH]c4ccccc34)o2)cc1	-21%	1%	-14%	13%[38.3 µM]	?	-1%	?
35	CCCSc1nsc(SCCC)c1C#N	15%	12%	-5%[9.22 µM]	1%[38.3 µM]	4%	3%	-1%
36	O=c1[nH]c(Cc2ccccc2Cl)nc2ccccc12	-25%	2%	-10%	8%	?	4%	1%
37	CN(C)S(=O)(=O)N1CCCC(C(=O)c2ccc(-c3ccccc3)c(F)c2)C1 (stereo not given)	41%[10 µM]	-5%	23%[9.22 µM]	13%	.	-1%	.
38	COc1ccc(NS(=O)(=O)c2ccc(C)c(NC(=O)c3ccc(C)c(S(=O)(=O)N4CCOCC4)c3)c2)cc1	7%[10 µM]	1%	-21%	-1%	?	-2%	-23%
39	O=C(NCc1cccnc1)c1ccc(NC(=O)c2cccc([N+](=O)[O-])c2)cc1	-74%[inhibitor][10 µM]	7%	3%[9.22 µM]	-1%	?	0%	.
40	O=C(COc1ccccc1)Nc1nnc(-c2ccc3c(c2)CCCC3)o1	-9%[10 µM]	-18%	-2%	26%[38.3 µM]	-7%	1%	?
41	COc1ccc(C(=O)Nc2ccc(Oc3nc(C)nc4sc(-c5ccccc5)cc34)cc2)cc1OC	-4%[10 µM]	17%	4%	2%	-11%	0%	-4%
42	CCCCc1nc2ccccc2c(=O)n1NC(=O)c1c(O)c2cccc3c2n(c1=O)CC3	-2%[10 µM]	-2%	?	-14%[38.3 µM]	7%	9%	-33%[inhibitor]
43	Nc1ncnc2c1ncn2[C@H]1O[C@@H](C(=O)O)[C@@H](O)[C@H]1O	-8%[10 µM]	.	.	-3%	.	-3%[7.66 µM]	0%[9.22 µM]
44	O=[N+]([O-])c1ccc(C(O)C23CN4CN(CN(C4)C2)C3)cc1 (stereo not given)	-14%	-20%	-6%	-7%	.	0%	2%
45	Cc1cc(C)n(-c2nc(-c3ccc(Cl)cc3)cs2)n1	-8%	5%	-4%	3%[38.3 µM]	1%	-4%	13%
46	CCC(C)(C)NC(=O)C(c1ccc(OC)cc1)N(CC1CCCO1)C(=O)CCC(=O)Nc1cc(C)on1 (stereo not given)	12%[10 µM]	8%	-2%	-9%	-2%	-1%	-14%
47	COC(=O)CN(c1ccccc1)S(=O)(=O)c1ccccc1	-8%	4%	12%	25%[38.3 µM]	11%	-4%	-6%
48	COc1ccc(OCC(O)CNC(=O)Nc2ccccc2)cc1 (stereo not given)	16%[10 µM]	3%	9%[9.22 µM]	.	.	.	.
49	CCC(C)(C)NC(=O)C(c1ccc(F)cc1)N(Cc1ccco1)C(=O)c1snc(C(N)=O)c1N (stereo not given)	-13%[10 µM]	2%	31%	-7%[38.3 µM]	4%	-3%	14%
50	O=S(=O)(c1cccc2nsnc12)N1CCc2ccccc21	-22%[0.074 µM]	-15%	2%	16%[38.3 µM]	-13%	-4%	?

# (cont.)
nr	Molecule	HTT ATP protect	CBFb-RUNX1 inh	HTT aggregate	IMPase Li cell	LMNA splice mod	Luc counter	SMN2 splice up
51	Cc1cc(NC(=O)CCN2C(=O)c3ccccc3C2=O)no1	9%	0%	16%	-3%[38.3 µM]	3%	0%	2%
52	COc1cc(C(=O)NCCC(=O)NCCCN2CCCCC2)cc(OC)c1OC	-23%	-1%	2%	3%[38.3 µM]	-4%	-5%	-8%
53	COCCCN1C(=O)C(=O)/C(=C(/O)c2ccc(OC(C)C)c(C)c2)C1c1ccncc1 (stereo not given)	-11%[10 µM]	-1%	4%	10µM*	9%	3%	-4%
54	COc1ccc(-c2cn[nH]c2-c2ccc(OCc3ccc([N+](=O)[O-])cc3)cc2O)cc1OC	10%[10 µM]	11%	39%[9.22 µM]	.	.	.	.
55	Cc1c(F)cccc1NS(=O)(=O)c1ccccc1C#N	-9%	14%	1%	19%[38.3 µM]	-4%	5%	4%
56	O=C(NCc1nnc(SCC(=O)N2CCOCC2)o1)c1cccs1	-35%[inhibitor]	22%	-8%	-5%	.	1%	-10%
57	COc1ccc(OC)c(N=Cc2c(O)[nH]c3ccccc23)c1	-26%	-1%	27%	5%[38.3 µM]	-6%	-2%	-12%
58	Cc1ccc(S(=O)(=O)N(Cc2ccccc2)c2ccccc2C(=O)NCc2ccco2)cc1	-41%[inhibitor]	-6%	-2%	20%[38.3 µM]	?	-2%	7%

# Structures above containing a COOH group:
nr	Molecule	HTT ATP protect	CBFb-RUNX1 inh	HTT aggregate	IMPase Li cell	LMNA splice mod	Luc counter	SMN2 splice up
19	O=C(O)Cn1nnnc1-c1ccc(F)cc1	13%	9%	-11%	6%[38.3 µM]	6%	1%	-1%
43	Nc1ncnc2c1ncn2[C@H]1O[C@@H](C(=O)O)[C@@H](O)[C@H]1O	-8%[10 µM]	.	.	-3%	.	-3%[7.66 µM]	0%[9.22 µM]
